# Screening data deposited in PubChem by The Scripps Research Institute Molecular Screening Center.
# TAAR1 ag = agonists of human TAAR1. Q96RJ0. CHO RD-HGA16 TAAR1, Fluo-8 calcium fluorescence; vehicle wells 0%, saturating PEA agonist 100%. activation, % at 3 µM. 360,000 compounds, 0.99% hits. AID 624467;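 active means activation above the mean activation of all test compounds in the run plus 3 SD, cut at about 38% in these data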
# Target sequence (Q96RJ0 whole entry, looked up): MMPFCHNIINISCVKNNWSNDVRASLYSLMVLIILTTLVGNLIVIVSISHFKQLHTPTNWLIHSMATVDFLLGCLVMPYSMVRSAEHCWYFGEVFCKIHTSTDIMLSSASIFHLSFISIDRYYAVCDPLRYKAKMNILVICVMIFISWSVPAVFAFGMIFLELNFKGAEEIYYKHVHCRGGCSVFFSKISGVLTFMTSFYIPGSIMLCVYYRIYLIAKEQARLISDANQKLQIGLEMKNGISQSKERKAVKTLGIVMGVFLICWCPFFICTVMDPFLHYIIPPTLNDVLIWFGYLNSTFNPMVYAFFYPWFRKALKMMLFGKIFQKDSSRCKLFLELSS
#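 Test system: RD-HGA16 (CHO) cells co-expressing Gα16 and hTAAR1 | Doses: Single dose, 3 µM | Schedule: 17-24 h seeding, 75 min 37 °C dye, 30 min RT | Evaluation: % activation from peak over basal fluorescence ratio, DMSO-to-PEA scaled | Technique: Kinetic Fluo-8 calcium fluorescence | Benchmarks: Low control DMSO, high control PEA (EC100)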
# Active calls of the source: *. Some of the compounds tested; count on the stated rates, not on these rows.
SMILES,TAAR1 ag
O=C(CC1CCCC1)N[C@H](C(=O)N1CCC[C@H]1C(=O)NCCc1ccccc1Cl)c1ccccc1,55*
COc1cc2nc3c4ccccc4n(CC#N)c3nc2cc1OC,1
O=C(NN=Cc1ccco1)C(=O)Nc1ccc(Cl)c([N+](=O)[O-])c1,2
Cc1ccc(/C=N/NC(=O)c2c(C)nc3ccc(Cl)cn23)cc1,0
Cc1ccc2c(c1)NC(=O)c1cccc([N+](=O)[O-])c1CO2,1
CC(=O)NS(=O)(=O)c1ccc(NC(=O)CSc2ccc(Cl)cc2)cc1,2
O=S1(=O)c2ccc(Br)cc2-n2nncc2CN1Cc1cccc(Cl)c1,2
COc1cccc(OCCCN2CCC(C(O)(c3ccccc3)c3ccccc3)CC2)c1,42*
O=C(Cc1ccc(NC(=O)C2CCCN(C(=O)c3ccccc3)C2)cc1)Nc1cccc(C(=O)N2CCCC2)c1 (stereo not given),3
COc1ccc(NC(=O)c2ccc3c(SCC(=O)O)c4c(nc3c2)CCCC4)cc1Cl,0
Cn1c(=O)cc(SCC(=O)Nc2ccccn2)c2ccccc21,10
CC(C)C[C@H](NS(=O)(=O)c1ccc(F)cc1F)C(=O)N1CCC[C@H]1C(=O)NCc1ccccc1,0
CCOc1ccc(NC(=O)CN2C(=O)c3cccc4cccc2c34)cc1,-1
Cc1ccc(NC(=S)Nc2ccc(-c3nnc4n3CCCCC4)cc2)cc1C,6
Cc1[nH][nH]c(=O)c1N=Nc1ccccc1C#N,4
CC(=O)Nc1c(O)nc(C)[nH]c1=O,4
COc1ccc(Cl)cc1NC(=O)c1cccc(S(=O)(=O)Nc2c(C)n(C)n(-c3ccccc3)c2=O)c1,17
COC(=O)[C@H](Cc1ccccc1)N1CC=CS1(=O)=O,1
Nc1[nH]c(C(=O)c2ccccc2)c(-c2cccnc2)c1C(=O)c1ccccc1,5
Nc1[nH]c(C(=O)c2ccc(Br)cc2)c(-c2c(F)cccc2F)c1C(=O)NCCc1c[nH]c2ccccc12,1
Cc1cc(C)cc(SCc2noc(C(=O)NCC3CC3)c2C(=O)NCC2CC2)c1,6
CC1=CC(O)(c2ccccn2)P(=O)(c2ccccc2)C=C1C (stereo not given),1
COC(=O)c1cc2c(c3c4ccccc4n(S(=O)(=O)c4ccccc4)c13)C(=O)N(Cc1ccc(N(C)C)cc1)C2,-2
CC(C)CNc1cccc2c1S(=O)(=O)N[C@H](C)CO2,-1
O=C(Cc1cn(Cc2ccccc2)c2ccccc12)Nc1ccc(Nc2cccnc2)cc1,0
Clc1ccc(CN2CCN(c3ncc(Cc4ccccc4)cn3)CC2)c(Cl)c1,2
C[C@H](O)[C@@H]1C(=O)N2CCc3c([nH]c4c(-c5ccccc5)cccc34)[C@@H]2C[C@@H]1N(C)C(=O)OCc1ccccc1,4
O=C(N[C@H](Cc1ccccc1)C(=O)N1CCCN(Cc2cccs2)CC1)[C@H]1O[C@@H](n2ccc(=O)[nH]c2=O)[C@H](O)[C@@H]1O,1
OC(c1ccccc1)(c1ccccc1)C1CCN(CCCOc2ccc(C(F)(F)F)cc2)CC1,43*
CCCCCCCCN1C(=O)[C@@H](CC(=O)NCCC(C)C)C[C@@]2(C(=O)OC)C1=C[C@H](C(C)(C)C)O[C@@H]2C,-1

# Some values from above.
# `Cn1c(=O)cc(SCC(=O)Nc2ccccn2)c2ccccc21` in TAAR1 ag = 10
# `CCCCCCCCN1C(=O)[C@@H](CC(=O)NCCC(C)C)C[C@@]2(C(=O)OC)C1=C[C@H](C(C)(C)C)O[C@@H]2C` in TAAR1 ag = -1
# `Cc1ccc2c(c1)NC(=O)c1cccc([N+](=O)[O-])c1CO2` in TAAR1 ag = 1
# `CC(=O)Nc1c(O)nc(C)[nH]c1=O` in TAAR1 ag = 4
# `COC(=O)c1cc2c(c3c4ccccc4n(S(=O)(=O)c4ccccc4)c13)C(=O)N(Cc1ccc(N(C)C)cc1)C2` in TAAR1 ag = -2
# `COc1cccc(OCCCN2CCC(C(O)(c3ccccc3)c3ccccc3)CC2)c1` in TAAR1 ag = 42*

# Next structures follow:
SMILES,TAAR1 ag
Cc1ccc(S(=O)(=O)NC(CCCNC(=O)OCc2ccccc2)C(=O)O)cc1 (stereo not given),2
COc1cc(C(=O)Nc2ccc3ccccc3c2)cc(OC)c1OC,5
CCN1C(=O)N(C(C)=O)[C@@H]2C[C@H](C(=O)N3CCCC3)[C@H](C)[C@H](c3ccccc3)C[C@@H]21,1
C[C@H](CO)N1C[C@H](C)[C@@H](CN(C)C(=O)Nc2ccc(F)cc2)OCc2cn(nn2)CCCC1=O,2
COCc1[nH]nc2c1C(c1ccc(C)cc1)N(Cc1ccccc1)C2=O (stereo not given),0
C[C@@H]1CN([C@H](C)CO)C(=O)c2cc(Br)cnc2O[C@H]1CN(C)Cc1ccccc1F,1
COC(=O)c1ccsc1NS(C)(=O)=O,2
C/C(=N\NC(=O)Cc1c(C)[nH][nH]c1=O)c1ccc2ccccc2c1,1
Cc1ccccc1-c1ccc2c(c1)[C@@H]1C[C@H](N(C)S(=O)(=O)c3ccc(Cl)cc3)[C@H]([C@H](C)O)CN1CC2,0
COC(=O)c1cc2c(c3c4cc(C)ccc4n(S(=O)(=O)c4ccc(C)cc4)c13)C(=O)N(Cc1ccc(C(F)(F)F)cc1)C2,0
CCCCNC(=O)C[C@H]1C[C@@]2(C(=O)OC)C(=C[C@H](COCc3ccccc3)O[C@@H]2C)N(Cc2ccc3c(c2)OCO3)C1=O,0
O=[N+]([O-])c1cc(/C=N/Nc2nc3ccccc3[nH]2)c(O)cc1O,9
C[C@@H]1ON(C)[C@H]2C[C@H]3c4[nH]c5c(-c6ccc(Cl)cc6)cccc5c4CCN3C(=O)[C@@H]12,-1
Cc1cc(N2CCNC[C@@H]2C)ccc1N1CCN(Cc2ccccc2)[C@H](C)C1,10
C=CCn1cnc2c(c1=O)c1nc3ccccc3nc1n2-c1ccc(C)cc1,9
O=C(C(=O)N1CCC(CNS(=O)(=O)c2ccc(F)cc2)CC1)c1cc2ccccc2o1,2
CON(C)C(=O)[C@H]1C[C@@H]2[C@H](C[C@@H](c3ccccc3)[C@H]1C)N(c1ccc(F)cc1)C(=O)N2CCCOc1ccccc1,0
CC1CCN(C(=O)c2ncn3c2C(=O)NC[C@@H]3C)CC1,3
CCCN1CCCCC(NC(C)=O)C1=O (stereo not given),1
CCCN1C(=O)c2[nH]nc(-c3ccccc3)c2C1c1ccc(C)cc1 (stereo not given),3
COC(=O)C1=C(C)N(Cc2ccccc2)C(=S)NC1c1ccc(-c2ccccc2)cc1 (stereo not given),0
O=C(/C=C/c1cccc(Br)c1)Nc1nn[nH]n1,4
COC(=O)N1C[C@H](OCCCOCc2ccccc2)[C@H]2C[C@@H]1c1ccccc1O2,-1
CCCCC(=O)Nc1cccc(C(C)O)c1 (stereo not given),5
Cc1ccc(N)cc1CN1CCN(c2ncc(Cc3ccccc3)cn2)CC1,-1
COc1cc(C2NCCc3c2[nH]c2ccccc32)ccc1OC(C)C (stereo not given),9
COC(=O)[C@]12C[C@H](CC(=O)NCCCCc3ccccc3)C(=O)N(Cc3ccc4c(c3)OCO4)C1=C[C@H](C(C)(C)C)O[C@@H]2C,6
CS(=O)(=O)c1cccc(OCCCN2CCC(C(O)(c3ccccc3)c3ccccc3)CC2)c1,15
COc1ccc(COCCN2CCN(S(=O)(=O)c3ccc(C)cc3)CCC2=O)cc1,9
CCCC(=O)NCc1ccncc1,1

# 2 entries from above, with each value named.
> COC(=O)[C@]12C[C@H](CC(=O)NCCCCc3ccccc3)C(=O)N(Cc3ccc4c(c3)OCO4)C1=C[C@H](C(C)(C)C)O[C@@H]2C
- TAAR1 ag = 6
> CCCCNC(=O)C[C@H]1C[C@@]2(C(=O)OC)C(=C[C@H](COCc3ccccc3)O[C@@H]2C)N(Cc2ccc3c(c2)OCO3)C1=O
- TAAR1 ag = 0

# Next section
SMILES,TAAR1 ag
COC(=O)[C@]12C[C@H](CC(=O)N3CCN(C(=O)C4CC4)CC3)C(=O)N(CCC3=CCCCC3)C1=C[C@H](COCc1ccccc1)O[C@@H]2C,0
O=c1[nH]c(=O)n(C2OC(CO)C(O)C(O)C2O)cc1F (stereo not given),1
O=C1ON=C(c2ccc(Cl)cc2)/C1=C/c1ccc(O)cc1,14
COC(=O)C1=C(C)N(Cc2cccc(C(F)(F)F)c2)C(=NCc2ccc3c(c2)OCO3)NC1c1ccc(Cl)cc1 (stereo not given),29
COc1cccc(N2CCN(c3ncnc4c3[nH]c3ccccc34)CC2C)c1 (stereo not given),16
COc1ccc(/C=N/NC(=O)c2ccncc2)cc1COc1ccc(NC(C)=O)cc1,2
Cc1ccc(NCN2C(=O)c3ccccc3C2=O)c(C)n1,1
Cc1ccc2[nH]c3c(c2c1)CN(C(=O)CN1CCN(C(=O)c2ccco2)CC1)CC3,1
O=C(Cc1cc(=O)[nH][nH]1)N/N=C/c1ccccc1Cl,12
Brc1ccc(-c2ccc3c(n2)CCCN3Cc2ccccn2)cc1,0
COC(=O)C1=C(C)N(Cc2ccccc2C(F)(F)F)C(=NCc2cc(OC)c(OC)c(OC)c2)NC1c1cccc(C(F)(F)F)c1 (stereo not given),7
O=C(NCCO)c1cccc(-c2cc(Nc3ccc(OC(F)(F)F)cc3)ncn2)c1,6
CC(C)c1[nH]nc2c1C(c1cccc(C(F)(F)F)c1)N(c1ccccc1)C2=O (stereo not given),0
CSCCC(N=Cc1c(O)n(-c2ccc(F)cc2)c(=O)[nH]c1=O)C(=O)O (stereo not given),3
CN1CCN(C2Cc3ccccc3Sc3cc(C(F)(F)F)ccc32)CC1 (stereo not given),51*
COc1cccc(CNC(=O)[C@H]2CCCN2C(=O)[C@H]2CCCN2C(=O)c2ccc(F)cc2)c1,0
COC(=O)C1=C(C)N(Cc2ccc(Cl)cc2)C(=S)NC1c1ccccc1 (stereo not given),-1
O=Cc1ccccc1Cl,1
CCCCNc1ccc2c(c1)OC[C@@H](Cc1ccccc1)NS2(=O)=O,3
O=C(N/N=C/c1ccc2nccnc2c1)c1ccccc1O,-2
COC(=O)c1cc2c(c3c4cc(F)ccc4n(S(=O)(=O)c4ccc(C)cc4)c13)C(=O)N(c1ccc(OC)cc1)C2,-1
Cc1cc2c(c(=O)o1)[C@@]1(C(=O)N(C)c3ccccc31)C1=C(CC(C)(C)OC1=O)O2,1
C[C@H](O)[C@@H]1C(=O)N2CCc3c([nH]c4c(-c5ccccc5)cccc34)[C@@H]2C[C@@H]1N(C)C(=O)c1cc(Cl)cc(Cl)c1,-1
O=C(NCC(=O)N(c1cccnc1)C(C(=O)NC1CCCC1)c1ccc(F)cc1)c1ccco1 (stereo not given),3
O=C(C(=O)N1CCC(CNS(=O)(=O)c2cccc3ccccc23)CC1)c1cccs1,6
O=c1[nH]c(=O)c2ccccc2o1,3
O=C(/C=C/c1ccccc1)Nc1cccc(C(=O)NCc2ccccc2)c1,2
COC(=O)N1C[C@H](OCc2ccc3c(c2)OCO3)[C@H]2C[C@@H]1c1ccccc1O2,-2
COC(=O)[C@]12C[C@H](CC(=O)NCc3cccc(C(F)(F)F)c3)C(=O)N(Cc3ccccc3)C1=C[C@H](C1CCCC1)O[C@@H]2C,0
Nc1ncnc2c1ncn2[C@@H]1O[C@H](C(=O)N[C@@H](CCc2ccccc2)C(=O)N2CCN(C(=O)C(F)(F)F)CC2)[C@@H](O)[C@H]1O,1
CCOC(=O)Cn1c(=O)c2c(nc3n2CCN3c2ccc(C)cc2)n(C)c1=O,-2
COC(=O)C1=C(C)N(CC(C)C)C(=S)NC1c1cccc(F)c1 (stereo not given),-2
O=C(C1=C[C@H](c2csc3ccccc23)C[C@H](OCc2ccc(CO)cc2)O1)N1CCCCCCC1,11
CC(C)C[C@H](NC(=O)c1nc[nH]c1C(=O)N[C@@H](CC(C)C)C(=O)OC(C)(C)C)C(=O)OCc1ccccc1,-1
O=C1c2ccccc2S(=O)(=O)c2cc(N3CCN(c4ccccc4)CC3)ccc21,11
Cc1nn(C)c(C)c1/C=N/NC(=O)c1csc2ccccc12,7
O=C(N[C@H](Cc1ccccc1)C(=O)N1CCN(c2ccc(Cl)cn2)CC1)[C@H]1O[C@@H](n2ccc(=O)[nH]c2=O)[C@H](O)[C@@H]1O,2
Nc1c(Cl)ncnc1N/N=C/c1ccccn1,0
Cc1cc(N2CCN(CC(C)(C)O)C[C@@H]2C)ccc1N1CCN(CC(C)(C)O)[C@@H](C)C1,1
COc1ccc(-n2c(=S)[nH]c3cc(C(=O)Nc4ccccc4OC)ccc3c2=O)cc1,0
OC[C@H]1O[C@@H]2O[C@H]3[C@H](O)[C@@H](O)[C@@H](O[C@H]4[C@H](O)[C@@H](O)[C@@H](O[C@H]5[C@H](O)[C@@H](O)[C@@H](O[C@H]6[C@H](O)[C@@H](O)[C@@H](O[C@H]7[C@H](O)[C@@H](O)[C@@H](O[C@H]1[C@H](O)[C@H]2O)O[C@@H]7CO)O[C@@H]6CO)O[C@@H]5CO)O[C@@H]4CO)O[C@@H]3CO,0
CC(C)[C@@H]1NC(=O)c2cc([N+](=O)[O-])cc(I)c2NCCC[C@@H](C(N)=O)NC(=O)[C@H](CO)NC1=O,2
COc1cc([N+](=O)[O-])c(OC)cc1Nc1ccccc1C(=O)O,0
O=C(N[C@H](C(=O)N1CCC[C@H]1C(=O)NCCc1ccccc1Cl)c1ccccc1)c1ccc(Cl)cc1Cl,29
C[C@H]1[C@@H](c2ccccc2)Oc2c(Cl)cccc2S(=O)(=O)N1C,0
O=C1Cn2nnc(-c3ccccc3)c2C2c3cc(Br)ccc3CCN12 (stereo not given),2
C[C@@H]1CN([C@@H](C)CO)C(=O)c2cc(Br)cnc2O[C@@H]1CN(C)C(=O)c1ccc(F)cc1,0
C#CCN(Cc1ccco1)C(=O)c1nnc2c3cc(OC)ccc3n(S(=O)(=O)c3ccc(OC)cc3)c2n1,0
